BioA inh – BioA (M. tuberculosis) enzyme inhibition; AID 602481; inhibition, % at 9.99 µM; purified M. tuberculosis BioA enzyme, plate reader; actives 0.096% (n = 360,000); in the data active = inhibition above about 40%
Starred values were filed as active, the others as inactive. These rows are one share of the data; count on the stated rates, not on these rows.

SMILES | BioA inh
Cc1noc(C)c1NC(=O)N(C)C[C@@H]1Oc2ccc(NC(=O)Nc3ccccc3)cc2C(=O)N([C@H](C)CO)C[C@H]1C | 2.5
COc1ccc(CN(C)C[C@H]2Oc3ccc(NC(=O)Nc4ccc(F)cc4)cc3C(=O)N([C@H](C)CO)C[C@@H]2C)cc1 | 7.1
CN(C)C(=O)c1ccc(-c2ccc3c(c2)[C@H]2[C@H](CCN2C(=O)c2ccccn2)[C@H](CO)N3)cc1 | 3.4
CNC(=O)C[C@@H]1CC[C@@H]2[C@H](COC[C@@H](O)CN2Cc2ccccc2F)O1 | -0.2
O=C(O)C[C@H]1C[C@@H]2c3cc(NC(=O)c4cccnc4)ccc3O[C@@H]2[C@H](CO)O1 | 0.0
CNC(=O)C[C@H]1CC[C@H]2[C@@H](COc3ccc(NC(=O)NC(C)C)cc3C(=O)N2C)O1 | 5.2
C[C@H]1CN([C@@H](C)CO)C(=O)c2cc(NC(=O)CCCN(C)C)ccc2O[C@H]1CN(C)S(C)(=O)=O | -1.6
N#C[C@H]1[C@@H](c2ccc(C3=CCCC3)cc2)[C@@H](CO)N1C(=O)c1ccccn1 | 2.7
CC(C)NC(=O)N(C)C[C@@H]1Oc2ccc(NC(=O)Nc3ccc(F)cc3)cc2C(=O)N([C@H](C)CO)C[C@H]1C | -2.6
C[C@@H]1CN([C@H](C)CO)C(=O)c2cc(NC(=O)CCC(F)(F)F)ccc2O[C@H]1CN(C)Cc1ccc(C(=O)O)cc1 | -0.3
C[C@@H]1CN([C@@H](C)CO)C(=O)CCCn2cc(nn2)CO[C@@H]1CN(C)S(=O)(=O)c1ccc2c(c1)OCCCO2 | -0.4
CO[C@H]1CN(C)C(=O)c2cc(NS(=O)(=O)c3ccc(Oc4ccccc4)cc3)ccc2OC[C@H](C)NC[C@@H]1C | 2.2

Arranged by number of heavy atoms (lowest first): some entries from above.
SMILES | BioA inh
CNC(=O)C[C@@H]1CC[C@@H]2[C@H](COC[C@@H](O)CN2Cc2ccccc2F)O1 | -0.2
N#C[C@H]1[C@@H](c2ccc(C3=CCCC3)cc2)[C@@H](CO)N1C(=O)c1ccccn1 | 2.7
O=C(O)C[C@H]1C[C@@H]2c3cc(NC(=O)c4cccnc4)ccc3O[C@@H]2[C@H](CO)O1 | 0.0
CNC(=O)C[C@H]1CC[C@H]2[C@@H](COc3ccc(NC(=O)NC(C)C)cc3C(=O)N2C)O1 | 5.2
CN(C)C(=O)c1ccc(-c2ccc3c(c2)[C@H]2[C@H](CCN2C(=O)c2ccccn2)[C@H](CO)N3)cc1 | 3.4
CC(C)NC(=O)N(C)C[C@@H]1Oc2ccc(NC(=O)Nc3ccc(F)cc3)cc2C(=O)N([C@H](C)CO)C[C@H]1C | -2.6
CO[C@H]1CN(C)C(=O)c2cc(NS(=O)(=O)c3ccc(Oc4ccccc4)cc3)ccc2OC[C@H](C)NC[C@@H]1C | 2.2
C[C@@H]1CN([C@H](C)CO)C(=O)c2cc(NC(=O)CCC(F)(F)F)ccc2O[C@H]1CN(C)Cc1ccc(C(=O)O)cc1 | -0.3
Cc1noc(C)c1NC(=O)N(C)C[C@@H]1Oc2ccc(NC(=O)Nc3ccccc3)cc2C(=O)N([C@H](C)CO)C[C@H]1C | 2.5

(continued)
SMILES | BioA inh
CC(C)NC(=O)N(C)C[C@H]1Oc2ccc(NC(=O)NC3CCCCC3)cc2C(=O)N([C@H](C)CO)C[C@H]1C | 1.6
O=C(CN1CCOCC1)N1[C@H](CO)[C@@H]2c3ccccc3NC[C@@H]21 | -1.6
C[C@@H]1CCCCO[C@@H](CN(C)CC2CC2)[C@H](C)CN([C@@H](C)CO)C(=O)c2cc(NC(=O)Nc3ccc(F)cc3)ccc2O1 | 2.6
C[C@H]1CN([C@@H](C)CO)C(=O)c2cccc(NC(=O)C3CC3)c2O[C@@H]1CN(C)Cc1ccc(C(=O)O)cc1 | -1.5
COc1ccc(C#Cc2cnc3c(c2)C(=O)N([C@@H](C)CO)C[C@H](C)[C@@H](CN(C)C(=O)CN(C)C)O3)cc1 | 0.0
Cc1ccccc1-c1cnc2c(c1)C(=O)N([C@H](C)CO)C[C@H](C)[C@H](CN(C)Cc1ccncc1)O2 | 1.4
C[C@@H]1CN([C@H](C)CO)C(=O)c2cccc(NC(=O)Nc3ccc4c(c3)OCO4)c2O[C@H]1CN(C)Cc1ccc(C(=O)Nc2ccccc2N)cc1 | -0.9
O=C(C[C@H]1CC[C@@H]2[C@H](COC[C@H](O)CN2Cc2ccc(Oc3ccccc3)cc2)O1)N1CCCCC1 | 1.0
COc1ccc(NC(=O)N[C@@H]2C=C[C@@H](CC(=O)NC3CCC3)O[C@@H]2CO)cc1 | -1.0
COc1ccc(NC(=O)Nc2ccc3c(c2)CC(=O)N([C@H](C)CO)C[C@@H](C)[C@H](CN(C)Cc2ccc(C(F)(F)F)cc2)O3)cc1 | -0.2
C[C@@H]1CCCCO[C@@H](CN(C)C(=O)Nc2ccc(C(F)(F)F)cc2)[C@H](C)CN([C@@H](C)CO)C(=O)c2cc(NC(=O)Nc3cccc4ccccc34)ccc2O1 | -1.5
O=C(C[C@H]1CC[C@H]2[C@@H](COC[C@H](O)CN2C(=O)c2ccccc2)O1)NCCCN1CCOCC1 | -3.2
COC(=O)C[C@@H]1CC[C@H]2[C@H](COc3ccc(NC(=O)Nc4ccccc4C)cc3C(=O)N2C)O1 | -5.4
COc1ccc(S(=O)(=O)Nc2ccc3c(c2)C(=O)N([C@H](C)CO)C[C@@H](C)[C@@H](CN(C)S(=O)(=O)c2cccs2)O3)cc1 | -1.3
CCCNC(=O)N1C[C@H]2[C@@H](c3ccccc31)[C@@H](CO)N2Cc1cccc(OC)c1 | -1.3
CNC[C@H]1Oc2ccc(NS(=O)(=O)c3ccc(Cl)cc3)cc2C(=O)N([C@@H](C)CO)C[C@@H]1C | -6.6
CC(C)NC(=O)N(C)C[C@H]1OCCCC[C@H](C)Oc2ccc(NC(=O)C3CCCCC3)cc2C(=O)N([C@@H](C)CO)C[C@H]1C | 1.1
C[C@@H]1CN([C@@H](C)CO)C(=O)c2cc(NS(C)(=O)=O)ccc2O[C@@H](C)CCCCO[C@H]1CN(C)C(=O)CCC(F)(F)F | 0.2
CC=Cc1ccc2n(c1=O)C[C@@H]1[C@@H](CO)[C@H](C(=O)OC)[C@H]2N1CC1CCCCC1 (mixture of isomers) | 1.3
C[C@H](NC(=O)C[C@@H]1C=C[C@H](NC(=O)C2CCC2)[C@@H](CO)O1)c1ccccc1 | -2.9
C[C@H]1CN([C@@H](C)CO)C(=O)Cc2cc(NC(=O)Cn3cnnn3)ccc2O[C@H]1CN(C)CC1CC1 | 0.9
C[C@@H]1CN([C@H](C)CO)C(=O)c2cc(NS(=O)(=O)c3ccc(F)cc3)ccc2O[C@@H]1CN(C)C(=O)Nc1ccccc1 | 4.8
CCCc1cn(CC[C@H]2CC[C@H](NC(=O)C3CCCCC3)[C@H](CO)O2)nn1 | -1.9
N#C[C@@H]1[C@@H](c2ccc(-c3ccccc3F)cc2)[C@H](CO)N1C(=O)C1CCC1 | 0.9
COc1ccc(NC(=O)Nc2ccc3c(c2)CC(=O)N([C@@H](C)CO)C[C@@H](C)[C@@H](CN(C)S(C)(=O)=O)O3)cc1 | -0.5
O=C(C[C@H]1C[C@H]2c3cc(NC(=O)c4cccnc4)ccc3O[C@H]2[C@H](CO)O1)NCCc1ccccc1 | 17.9
COc1ccccc1S(=O)(=O)N(C)C[C@H]1Oc2cc(C#CCC3CCCC3)ccc2S(=O)(=O)N([C@@H](C)CO)C[C@@H]1C | -2.2
CC(C)C#Cc1cnc2c(c1)C(=O)N([C@@H](C)CO)C[C@@H](C)[C@@H](CN(C)S(=O)(=O)c1cn(C)cn1)O2 | -2.7
CCCNC(=O)Nc1ccc2c(c1)OC[C@H](C)N(CCC(F)(F)F)C[C@@H](C)[C@@H](OC)CN(C)C2=O | 0.5
COCC(=O)N(C)C[C@@H]1Oc2cc(-c3cccnc3)ccc2S(=O)(=O)N([C@@H](C)CO)C[C@@H]1C | -0.4
O=C([C@@H]1[C@@H](CO)[C@@H]2Cn3c(cccc3=O)[C@H]1N2CC1CCCC1)N1CCc2ccccc2C1 | 1.6
COCC(=O)N1[C@@H](C#N)[C@H](c2ccc(C#Cc3ccccc3F)cc2)[C@@H]1CO | -0.7
COc1cccc(C#Cc2ccc([C@@H]3[C@@H](C#N)N[C@@H]3CO)cc2)c1 | -0.3
COCC#Cc1ccc2c(c1)O[C@@H](CN(C)C(=O)NC(C)C)[C@H](C)CN([C@@H](C)CO)S2(=O)=O | -2.7
CO[C@@H]1CC[C@H]2CCN(C)C(=O)CCCN(C)C(=O)c3cc(C#N)ccc3OC[C@@H]1O2 | 2.4
CCCNC(=O)Nc1ccc2c(c1)C(=O)N(C)[C@@H]1CC[C@@H](CC(=O)NC3CCC3)O[C@H]1CO2 | -7.5
C[C@@H]1CN([C@H](C)CO)C(=O)c2cc(NC(=O)Cc3ccccc3)ccc2O[C@@H](C)CCCCO[C@@H]1CN(C)Cc1ccc(Cl)c(Cl)c1 | 0.0
CNC(=O)C[C@@H]1CC[C@@H]2[C@H](COc3ccc(NC(=O)Nc4cc(C)cc(C)c4)cc3C(=O)N2C)O1 | 3.1
COc1ccccc1S(=O)(=O)N[C@H]1CC[C@@H](CCn2cc(C3CCCCC3)nn2)O[C@H]1CO | 0.5
Cc1ccc(S(=O)(=O)N(C)C[C@H]2Oc3ccc(NC(=O)Nc4c(C)noc4C)cc3CC(=O)N([C@H](C)CO)C[C@@H]2C)cc1 | 1.4
C[C@@H]1CCCCO[C@H](CN(C)Cc2ccc(C(F)(F)F)cc2)[C@@H](C)CN([C@H](C)CO)C(=O)c2cc(NC(=O)c3ccncc3)ccc2O1 | -1.9
COc1ccc(CN(C)C[C@H]2Oc3ccc(NS(=O)(=O)c4ccc(F)cc4)cc3CC(=O)N([C@@H](C)CO)C[C@@H]2C)cc1 | 1.1
CN1C(=O)c2cc(NC(=O)c3ccc(F)c(F)c3)ccc2OC[C@H]2O[C@H](CC(=O)N3CCCCC3)CC[C@@H]21 | 18.2
CCNC(=O)[C@@H]1[C@@H](CO)[C@@H]2Cn3c(cccc3=O)[C@@H]2N1Cc1cccc(F)c1 | 0.1
C[C@@H]1CN([C@H](C)CO)C(=O)Cc2cc(NC(=O)Cc3ccccc3)ccc2O[C@H]1CN(C)S(=O)(=O)c1ccc(Cl)cc1 | 1.7
O=C(c1cccc(F)c1)N1CC[C@@H]2[C@@H](CO)Nc3ccc(-c4ccccc4F)cc3[C@@H]21 | 7.9
CC(C)NC(=O)N(C)C[C@@H]1Oc2ccc(NC(=O)C3CCCCC3)cc2C(=O)N([C@@H](C)CO)C[C@@H]1C | -0.3
C[C@H]1CN([C@@H](C)CO)C(=O)c2cc(NC(=O)CCC(F)(F)F)ccc2O[C@H]1CN(C)C(=O)Nc1ccccc1 | 0.3

Quoted from the listing:
Cc1ccc(S(=O)(=O)N(C)C[C@H]2Oc3ccc(NC(=O)Nc4c(C)noc4C)cc3CC(=O)N([C@H](C)CO)C[C@@H]2C)cc1 @ BioA inh: 1.4
O=C(c1cccc(F)c1)N1CC[C@@H]2[C@@H](CO)Nc3ccc(-c4ccccc4F)cc3[C@@H]21 @ BioA inh: 7.9

(continued)
SMILES | BioA inh
CNC[C@@H]1Oc2c(NC(=O)Nc3cccc4ccccc34)cccc2C(=O)N([C@@H](C)CO)C[C@H]1C | -2.4
CCCC#Cc1ccc([C@@H]2[C@@H](CO)N3CCCCN(S(=O)(=O)c4ccccc4F)C[C@H]23)cc1 | 4.1
O=C1C2C=C(I)[C@H](C[C@@H]2OCCCCCCO)[C@@]12CO2 | -0.9
C[C@@H]1CN([C@H](C)CO)C(=O)c2cc(C3=CCCC3)cnc2O[C@@H]1CN(C)C(=O)C1CCCCC1 | 3.6
C[C@@H](O)C#Cc1cnc2c(c1)C(=O)N([C@@H](C)CO)C[C@H](C)[C@@H](CN(C)C(=O)Nc1ccc(C(F)(F)F)cc1)O2 | 2.3
O=C(Nc1cccc(F)c1)N1C[C@H]2[C@@H](c3ccccc31)[C@H](CO)N2C(=O)c1cccnc1 | -1.3
C[C@@H]1CN([C@@H](C)CO)C(=O)c2cc(NC(=O)C3CC3)ccc2O[C@@H]1CN(C)C | 0.5
Cc1noc(C)c1NC(=O)Nc1ccc2c(c1)C(=O)N([C@H](C)CO)C[C@@H](C)[C@@H](CN(C)C)OCCCC[C@@H](C)O2 | 0.0
CN(C)C(=O)[C@@H]1[C@@H](CO)[C@@H]2Cn3c(ccc(-c4ccccc4)c3=O)[C@H]1N2C(=O)C1CC1 | 2.5
CCC(=O)N(C)C[C@H]1Oc2ncc(-c3ccc(C(=O)N(C)C)cc3)cc2C(=O)N([C@@H](C)CO)C[C@@H]1C | -0.4
C[C@@H]1CN([C@@H](C)CO)C(=O)c2cc(-c3ccccc3F)cnc2O[C@@H]1CN(C)C(=O)C1CC1 | 1.6
Cc1noc(C)c1S(=O)(=O)N(C)C[C@H]1OCCCC[C@H](C)Oc2ccc(NC(=O)Nc3ccccc3)cc2C(=O)N([C@@H](C)CO)C[C@@H]1C | -0.6
CCCC#Cc1ccc([C@@H]2[C@@H](CO)N(C(=O)C3CCCC3)[C@H]2C#N)cc1 | -4.0
O=S(=O)(N[C@@H]1CC[C@@H](CCn2cc(-c3ccccc3F)nn2)O[C@@H]1CO)c1ccc(F)cc1 | -3.8
CC(C)CC#Cc1cnc2c(c1)C(=O)N([C@@H](C)CO)C[C@@H](C)[C@H](CN(C)S(=O)(=O)c1ccccc1)O2 | 25.1
COc1ccc(S(=O)(=O)Nc2cccc3c2O[C@@H](CN(C)C(=O)Nc2ccc4c(c2)OCO4)[C@H](C)CN([C@H](C)CO)C3=O)cc1 | 6.5
COc1ccccc1S(=O)(=O)N[C@@H]1C=C[C@@H](CC(=O)N2CCN(C)CC2)O[C@H]1CO | -3.3
Cc1noc(C)c1S(=O)(=O)Nc1ccc2c(c1)CC(=O)N([C@H](C)CO)C[C@H](C)[C@H](CN(C)Cc1ccncc1)O2 | -1.5
COc1ccc(S(=O)(=O)Nc2ccc3c(c2)C(=O)N([C@H](C)CO)C[C@@H](C)[C@H](CN(C)Cc2ccccc2)O3)cc1 | 2.9
CO[C@H]1CN(C)C(=O)c2ccc(NC(=O)NC(C)C)cc2OC[C@H](C)N(Cc2ccccc2)C[C@H]1C | 5.7
CC(C)C#Cc1ccc([C@H]2[C@@H](CO)N(C(=O)C3CC3)[C@H]2C#N)cc1 | 0.1
